Compound activity as filed in PubChem BioAssay.
Runt-SMMHC FRET = inhibitors of RUNX1 Runt–CBFb-SMMHC binding, primary screen, biochemical, FRET, Cerulean-Runt, Venus-CBFb-SMMHC, uHTS. Cerulean-Runt/Venus-CBFb-SMMHC FRET ratio 530/480, 1 h. 220,000 compounds, 0.74% hits. inhibition, % at 20 µM;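 active means mean inhibition across duplicate retests at 20 µM reaching about 50%, limit read from the data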;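 further: 0% = DMSO wells and 100% = wells with excess untagged CBFb-SMMHC; inhibitors lower the FRET ratio by blocking Runt binding to CBFb-SMMHC; some results filed as inactive read as strong as hits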
EBV gp42 block = Epstein-Barr virus gp42 inhibitors, primary screen, biochemical, uHTS, fluorescence polarization; Fluorescence polarization binding assay, mP read-out; Glycoprotein 42 (Epstein-Barr virus (strain AG876)), Q1HVG2; 220,000 compounds, 0.42% hits; inhibition, % (tested at 21.74 µM); in the data active means inhibition above about 50%
Target sequence (Q1HVG2 whole entry, looked up): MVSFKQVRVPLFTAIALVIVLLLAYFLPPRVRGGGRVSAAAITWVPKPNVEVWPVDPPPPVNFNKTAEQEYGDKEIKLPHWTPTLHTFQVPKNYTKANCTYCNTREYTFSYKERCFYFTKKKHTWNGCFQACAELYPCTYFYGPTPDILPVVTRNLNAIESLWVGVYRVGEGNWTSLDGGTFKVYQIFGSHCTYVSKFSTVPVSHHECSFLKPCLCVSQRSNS
TRPML3 agonist = human TRPML3 channel agonists, primary screen, cell-based, HEK293 TRPML3-YFP, Fluo-8 calcium fluorescence, 3 µM; Mucolipin-3 (Homo sapiens), Q8TDD5; 100% = the carbachol control signal; activation, % at 3 µM; 220,000 compounds, 0.29% hits; AID 1448, 2008;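 active means activation above its plate's cutoff, the mean activation of the plate's test wells plus 3 SD, cut at about 12% in these data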;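 further: 0% = DMSO only wells and 100% = carbachol wells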
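Test system: HEK293 cells stably carrying human TRPML3-YFP; Doses: single dose, 3 µM final nominal compound, 0.3% DMSO final; Schedule: dye loading 1 h 37 °C then 30 min ambient, 125 s read; Technique: Fluo-8 calcium fluorescence; Benchmarks: high control carbachol 87 µM, low control DMSO.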
TRPN1 ag = zebrafish TRPN1 channel agonists, primary screen, cell-based, HEK293, calcium fluorescence; transient receptor potential cation channel N1 (TRPN1/NompC), Danio rerio; HEK293 zebrafish TRPN1-YFP, Fluo-8 calcium fluorescence; 100% = response to 87 µM carbachol; activation, % at 3 µM; 220,000 compounds, 0.18% hits; AID 1424, 2008;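 active means activation above its plate's cutoff, the mean activation of test wells on that plate plus 3 SD, cut at about 19% in these data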;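 further: 0% = DMSO alone and 100% = 87 µM carbachol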
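System: zebrafish TRPN1-YFP in HEK293 cells / Dosing: 3 µM single point / Timing: dye loading 1 h at 37 °C, then 30 min room temperature / Signal: Fluo-8 calcium fluorescence, excitation 470-495 nm, emission 515-575 nm / Read-out basis: percent activation from peak over basal fluorescence ratio, control-normalized / Control set: high carbachol 87 µM, low DMSO alone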
PPC-1+TRAIL kill = compounds killing PPC-1 cancer cells with TRAIL present, primary screen, TRAIL potentiator project, ATPLite luminescence, uHTS; AID 1443, 2008; PPC-1 cells + TRAIL, ATPLite viability luminescence; cell killing (% activity), % at 4 µM; 220,000 compounds, 0.41% hits;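 active means cell killing above 50% in the first pass at 4 µM, then a duplicate retest at 5 µM averaging 50% or more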;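 further: plate controls were cells with TRAIL plus DMSO for no effect and medium-only wells lacking cells for full effect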
Mdm2 ligase inh = MDM2-luciferase reporter signal enhancers, primary screen, MDM2 E3 ligase inhibitor project, cell-based, luminescence, 1536-well; signal enhancement, % at 5 µM; 210,000 compounds, 0.11% hits; cell-based MDM2 ubiquitination luciferase reporter, 2 h; 0 = plate control, 100 = twice control, blank-subtracted; AID 1230, 2008;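 active means signal enhancement of 30% or more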;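 further: luminescence tracks abundance of the self-degrading MDM2-luciferase fusion protein; higher signal means inhibition of MDM2 E3 ligase activity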
Target sequence (Q00987 whole entry, looked up, the tested form may be a part): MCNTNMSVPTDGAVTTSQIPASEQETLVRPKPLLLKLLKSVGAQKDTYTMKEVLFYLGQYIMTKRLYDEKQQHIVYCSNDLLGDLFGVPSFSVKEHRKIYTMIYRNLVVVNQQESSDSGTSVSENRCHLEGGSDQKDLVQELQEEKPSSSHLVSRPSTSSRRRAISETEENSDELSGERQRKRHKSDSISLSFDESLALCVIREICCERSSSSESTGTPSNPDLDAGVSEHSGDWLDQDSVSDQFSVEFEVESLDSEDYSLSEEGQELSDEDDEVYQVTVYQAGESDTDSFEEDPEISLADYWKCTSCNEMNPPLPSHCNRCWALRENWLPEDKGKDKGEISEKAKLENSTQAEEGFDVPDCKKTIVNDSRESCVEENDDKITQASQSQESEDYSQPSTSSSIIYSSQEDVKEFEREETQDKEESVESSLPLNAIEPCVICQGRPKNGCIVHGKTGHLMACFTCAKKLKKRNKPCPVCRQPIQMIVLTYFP
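Buffer or medium: Cells held in DMEM | Assay system: Stable mammalian line carrying autodegrading MDM2–luciferase fusion reporter | Quantity: 2000 cells/well | Times: 4 h settle plus 2 h compound, 37 °C | Doses: One concentration, 5 µM, with 0.2% DMSO | Technique: Luminescence with SteadyLite reagent, 15 min at room temperature | Benchmarks: Plate controls and plate blanks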
TNF death inh = inhibitors of TNF-alpha triggered necroptosis, primary screen, cell-based, Jurkat FADD-/-, single concentration; AID 463075, 2010; Jurkat FADD-/- TNF necroptosis rescue, ATP luminescence, 24 h; 0 = TNF only, 100 = no-TNF cells; activation (protection from cell death), % at 10 µM; 220,000 compounds, 0.068% hits;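 active means activation, meaning protection from cell death, of at least 50% relative to plate controls; inactive means activation below 50%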;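 further: necroptosis triggered by 40 ng/mL TNF-alpha added together with compound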
CHOP inhibitor = inhibitors of CHOP promoter induction, primary screen, cell-based, unfolded protein response, luciferase reporter; 220,000 compounds, 3.8% hits; CHO-K1 CHOP-promoter luciferase, tunicamycin-induced, 15-18 h; inhibition, % at 10 µM;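 active means compounds that reduced the stress-induced luciferase reporter signal by more than about 70% of percent inhibition, limit read from the data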;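 further: 0% = tunicamycin plus vehicle and 100% = wells without tunicamycin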
NCF1 inh = p47phox/p22phox peptide binding inhibitors, primary screen, biochemical, uHTS, NADPH oxidase regulatory subunit; Neutrophil cytosol factor 1 (Homo sapiens), P14598; fluorescence polarization, 2 h; inhibition, % at 24.7 µM; 220,000 compounds, 0.53% hits; AID 1274, 2008;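 active means inhibition above about 30%, limit read from the data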;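 further: 0% = p47phox with labelled peptide and 100% = labelled peptide alone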
Target sequence (P14598 whole entry, looked up): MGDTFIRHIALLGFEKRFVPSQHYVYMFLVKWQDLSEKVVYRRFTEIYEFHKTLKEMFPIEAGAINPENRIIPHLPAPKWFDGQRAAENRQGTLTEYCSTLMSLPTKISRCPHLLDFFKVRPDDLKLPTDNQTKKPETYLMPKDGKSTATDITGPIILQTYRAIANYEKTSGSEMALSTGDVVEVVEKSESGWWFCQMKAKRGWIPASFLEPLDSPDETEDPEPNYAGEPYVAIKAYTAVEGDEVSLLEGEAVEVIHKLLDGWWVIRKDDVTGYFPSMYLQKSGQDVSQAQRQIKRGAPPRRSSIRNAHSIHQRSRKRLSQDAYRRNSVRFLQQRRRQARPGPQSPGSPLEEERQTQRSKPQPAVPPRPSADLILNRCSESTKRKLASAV
Active calls of the source: *; / = not tested or not shown.

SMILES	Runt-SMMHC FRET	EBV gp42 block	TRPML3 agonist	TRPN1 ag	PPC-1+TRAIL kill	Mdm2 ligase inh	TNF death inh	CHOP inhibitor	NCF1 inh
O=C(NC(Cc1c[nH]c2ccccc12)C(=O)NCCCN1CCOCC1)c1cccs1 (centres undefined)	0.8	-4.7	0.3	-0.9	-1.3	2.3	0.7	5.8	-5.0
COc1cc(NC(=O)c2cnc(N)o2)cc(C(=O)Nc2cccc(C(F)(F)F)c2)c1	1.1	-12.7	/	/	17.2	11.0	-5.2	-0.3	-21.4
O=C(CSc1ncn[nH]1)Nc1ccc(Cl)c(Cl)c1	-2.4	-7.7	1.1	5.2	-3.6	-1.6	-1.7	9.7	-5.0
COc1cc(-c2cc(N)n(S(=O)(=O)c3ccc(F)cc3)n2)cc(OC)c1OC	3.6	-4.4	-1.8	0.7	4.5	-6.0	-0.1	42.6	-17.1
NNC(=O)c1ccc2c(c1)S(=O)(=O)NNC2=O	3.3	-18.3	1.2	0.6	-0.8	-4.5	0.2	4.4	-5.8
CN(C)c1ccc([C@@H]2[C@@H]([N+](=O)[O-])[C@H]3C=Cc4ccccc4N3[C@H]2C(=O)c2ccc(Cl)cc2)cc1	-14.8	-41.9	4.3	2.0	25.5	-12.4	-2.0	30.9	10.8
O=C(Nc1ccc(-c2nc3ccccc3s2)c(OC(=O)c2ccccc2)c1)c1ccccc1	4.0	-3.2	0.5	1.2	16.5	-3.9	3.8	-22.8	-25.0
On1nnc2c3ccccc3c3ccccc3c21	1.2	-4.5	0.5	0.7	6.4	-0.8	0.2	4.2	-4.7
CC(=O)Nc1ccc(-c2csc(NC(=O)c3ccc(C)o3)n2)cc1	-0.1	-3.4	0.9	1.9	-13.6	-15.1	-4.0	18.2	-39.0
Cc1ccc(/C=C/C(=O)OCC(=O)NCCN2C(=O)CSC2=O)o1	-3.8	-16.4	0.3	-2.0	-2.9	-12.4	-4.7	-5.8	-7.2
Cc1ccc(NS(=O)(=O)c2ccc(C(=O)N3CCCN(C)CC3)cc2)cc1	/	-20.0	-0.7	-0.8	/	-26.0	-1.0	47.4	-20.9
CC(C)CCNC(=O)CSc1nc2ccccc2s1	-3.8	-3.0	-0.8	-0.7	6.5	0.3	-0.1	1.6	-7.1
CCOc1ccc(C(=O)N[C@H](C(=O)O)C(C)C)cc1	-0.8	-6.2	0.0	0.3	2.6	13.8	-0.2	-2.8	-7.5
CCOc1ncccc1C(=O)OCC(=O)c1ccccc1	0.2	-3.7	0.0	-1.1	5.4	-8.7	-0.3	-15.0	-20.5
COc1ccc(/C=N/N2C(=N)SCC2=O)cc1	-1.0	-8.9	1.1	-0.6	12.0	-5.5	0.7	-4.7	-12.5
COC(=O)C1=C(N)n2c(s/c(=C\c3cccnc3)c2=O)=C(C(=O)OC)C1c1cccnc1 (centres undefined)	-13.9	-13.2	-0.7	0.4	10.6	-5.9	-7.4	6.1	-8.9
O=C(O)CCS(=O)(=O)Cc1ccccc1F	0.9	-0.5	0.9	3.0	13.3	-8.2	-2.3	-3.0	-6.5
Cc1cc(C(=O)COC(=O)c2ccc(N)c([N+](=O)[O-])c2)c(C)n1-c1ccc2c(c1)OCO2	-3.7	-21.3	0.7	1.2	9.1	-2.7	-3.9	45.0	-19.0
COc1ccc(S(=O)(=O)N2CCOC2CNC(=O)C(=O)NCCc2ccc(OC)c(OC)c2)cc1 (centres undefined)	1.2	-9.5	3.0	2.9	7.2	-3.5	-2.3	25.9	-12.3
O=C(/C=C/c1ccc([N+](=O)[O-])cc1)Nc1cccnc1	0.0	1.6	0.3	1.6	29.4	-3.2	-1.0	5.1	-18.1
COc1cc(NC(=O)c2noc3c2CCC3)c(OC)cc1Cl	-6.9	-0.5	0.3	0.7	21.6	-31.3	4.1	20.6	-17.9
CCN(Cc1ccccc1)C(c1ccc(C(F)(F)F)cc1)c1nnnn1C(C)(C)C (centres undefined)	/	-11.5	-0.1	-1.6	/	/	-3.6	42.1	-14.3
CC1(C)CC(=O)C2=C(C1)OC(N)=C(C#N)C2Cc1ccccc1 (centres undefined)	2.3	-7.7	0.5	-0.9	-15.1	-6.5	-1.7	11.4	-13.6
Cc1ccc(S(=O)(=O)N2CCOCC2)cc1C(=O)Nc1nc(-c2cccnc2)cs1	-1.0	-9.1	1.0	-0.2	3.4	-5.6	-0.3	29.9	-16.6
O=c1cc(O)c2sc(Nc3cccc(C(F)(F)F)c3)nc2[nH]1	44.7	-0.5	0.5	0.4	13.4	-7.1	0.3	41.7	-31.2
CN1CCN(c2ccccc2NC(=O)c2ccc(F)cc2)CC1	2.4	-1.0	1.0	0.7	3.8	/	1.6	2.2	10.6
N#Cc1ccccc1OCC(=O)NCC1(N2CCCCC2)CCCCC1	1.0	-13.0	-0.1	0.1	7.0	-13.0	0.0	7.4	-10.9
CCC(C)NCC(=O)Nc1ccc(-c2nc3cc(NC(=O)CNC(C)CC)ccc3o2)cc1 (centres undefined)	3.4	-9.8	0.3	-0.1	15.1	-21.2	-15.3	-29.6	-16.6
CCOc1cc(/C=C2/NC(=O)N(Cc3ccccc3F)C2=O)ccc1O	-2.2	6.0	-0.1	-0.7	18.2	4.5	-7.2	40.5	-24.5
COCCNC(=O)C(C)N(c1ccc(Oc2ccccc2)cc1)S(C)(=O)=O (centres undefined)	5.1	-13.1	0.4	1.0	20.1	-17.4	0.2	32.4	-3.5
COC(=O)c1ccc(/C=N\NC(=O)c2ccc(C)cc2Cl)cc1	0.0	1.4	0.5	-1.1	21.2	-5.7	-1.4	43.9	-5.3
O=C(O)c1cccnc1SCc1ccccc1Cl	-2.0	-3.5	-0.2	-0.5	-12.9	-32.1	-0.3	-6.5	-5.2
COCC(C)NC(=O)c1cc(-c2cccc(OC)c2)on1 (centres undefined)	2.5	1.6	0.7	1.1	16.7	-2.8	-3.9	-36.0	-5.0
COc1ccccc1CNC(=O)CCc1c(C)nc2cc(-c3ccccc3OC)nn2c1C	-6.3	-16.2	-0.2	0.1	2.1	-5.2	1.6	13.4	-6.7
O=C(O)CC(NC(=S)NCc1ccccc1)C(=O)O (centres undefined)	-2.4	-18.1	1.5	0.0	9.1	-17.6	1.4	-9.2	3.5
COc1ccc(OC2C(=O)N(c3ccc(F)cc3)C2c2ccc(OC)c(OC)c2)cc1 (centres undefined)	0.5	0.3	-0.1	-1.3	0.4	-6.0	-1.1	-2.5	1.6

Quoted at random: four records from the list
SMILES	Runt-SMMHC FRET	EBV gp42 block	TRPML3 agonist	TRPN1 ag	PPC-1+TRAIL kill	Mdm2 ligase inh	TNF death inh	CHOP inhibitor	NCF1 inh
Cc1ccc(S(=O)(=O)N2CCOCC2)cc1C(=O)Nc1nc(-c2cccnc2)cs1	-1.0	-9.1	1.0	-0.2	3.4	-5.6	-0.3	29.9	-16.6
CN(C)c1ccc([C@@H]2[C@@H]([N+](=O)[O-])[C@H]3C=Cc4ccccc4N3[C@H]2C(=O)c2ccc(Cl)cc2)cc1	-14.8	-41.9	4.3	2.0	25.5	-12.4	-2.0	30.9	10.8
N#Cc1ccccc1OCC(=O)NCC1(N2CCCCC2)CCCCC1	1.0	-13.0	-0.1	0.1	7.0	-13.0	0.0	7.4	-10.9
CCOc1cc(/C=C2/NC(=O)N(Cc3ccccc3F)C2=O)ccc1O	-2.2	6.0	-0.1	-0.7	18.2	4.5	-7.2	40.5	-24.5

Following part
SMILES	Runt-SMMHC FRET	EBV gp42 block	TRPML3 agonist	TRPN1 ag	PPC-1+TRAIL kill	Mdm2 ligase inh	TNF death inh	CHOP inhibitor	NCF1 inh
Cn1cc(C(=O)N/N=C/c2ccc([N+](=O)[O-])cc2)c2ccccc21	-5.3	-21.1	-0.3	0.6	31.4	-3.5	-3.0	67.8	-7.2
COc1ccc(N2C(=O)Cc3c2nc(N)c(C#N)c3N)cc1	-2.8	0.4	0.3	0.6	2.1	-11.8	-0.4	0.0	-3.2
CCOC(=O)c1c2c3c(cccc3[nH]c1=O)C(=O)c1ccccc1-2	-47.3	14.3	0.5	1.2	11.9	-9.9	-0.8	33.9	-35.5
O=c1c2c3nc4ccccc4nc3n(/N=C/c3ccccn3)c2ncn1-c1ccccc1	-15.2	2.9	0.6	0.5	29.1	-3.8	-19.3	4.6	-7.4
Cc1ccc(N(CC(=O)NCc2ccc3c(c2)OCO3)S(C)(=O)=O)cc1	-54.3	-13.8	0.5	0.7	21.7	-13.0	-3.3	-22.8	-8.1
Nc1nc(=S)n(-c2ccccc2)[nH]1	11.8	-1.8	0.2	0.5	2.3	20.3	0.1	24.9	10.1
COc1ccccc1NS(=O)(=O)c1cc(NC(=O)c2ccc(=O)[nH]c2)ccc1N1CCOCC1	3.3	-5.6	0.6	0.7	5.4	-3.6	1.7	-8.2	-3.0
CCOc1ccc(NC(=O)Nc2ccc(NC(C)=O)cc2)cc1	3.3	-2.2	0.1	-1.4	6.8	0.4	-0.4	-10.2	1.1
O=S(=O)(c1ccc(Cl)cc1)N1CCN(c2nc(-c3cccs3)nc3ccccc23)CC1	2.7	-11.7	0.4	-1.1	-24.5	8.7	2.1	14.0	-26.0
O=C(/C=C/c1ccccc1Cl)Nc1ccc(S(=O)(=O)Nc2ncccn2)cc1	-4.1	1.4	0.1	-0.5	5.5	-0.5	0.4	52.7	-6.3
CCN(CC)C(=O)CNC(=S)N(CCCN1CCOCC1)Cc1cccs1	1.2	-17.9	0.1	-0.2	2.7	-6.9	2.9	10.3	-4.1
COc1ccc(C(=O)NCCOc2cccc(OC)c2)cc1	-0.2	4.3	0.0	-0.4	2.5	10.6	0.2	12.2	2.7
CC(O)(CS(=O)(=O)Cc1ccccc1)C(=O)Nc1ccc(C(F)(F)F)cc1 (centres undefined)	-9.3	-9.7	1.0	2.6	11.2	5.4	-1.1	26.6	-12.3
CC(C)NC(=O)CSCc1c(F)cccc1Cl	-0.1	-13.1	0.5	1.6	15.9	1.8	-1.2	10.9	-9.3
CC(C)NC(=O)c1ccccc1-c1ccccc1	-1.5	-1.8	0.1	-2.0	-7.4	-17.8	0.6	-36.3	-2.9
